Fh CTSL1 inh = Fasciola hepatica cathepsin L1 inhibitors, primary screen, counter-screen for PFM18AAP inhibitor project, biochemical, QFRET, fluorogenic peptide substrate; recombinant F. hepatica cathepsin L1, Z-Leu-Arg-MCA fluorescence; inhibition, % at 5.96 µM; 300,000 compounds, 0.49% hits; AID 1906, 2009;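 active = inhibition above the mean of all tested compounds plus 3 SD, set per screening campaign, cut at about 17% in these data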;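 also: 0% = plate median of test compound wells and 100% = 1 µM Z-Phe-Ala-diazomethylketone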
PP1 inh = PP1-alpha phosphatase inhibitors, primary screen, counter-screen for PP5 inhibitor project, biochemical, fluorescence, OMFP substrate, single point | purified PP1alpha | Serine/threonine-protein phosphatase PP1-alpha catalytic subunit (Homo sapiens), P62136 | inhibition, % at 6.7 µM | 320,000 compounds, 0.9% hits;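 active = inhibition above the mean inhibition of all tested compounds plus 3 SD, computed separately for each screening campaign, cut at about 15% in these data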
Target sequence (P62136 whole entry, looked up): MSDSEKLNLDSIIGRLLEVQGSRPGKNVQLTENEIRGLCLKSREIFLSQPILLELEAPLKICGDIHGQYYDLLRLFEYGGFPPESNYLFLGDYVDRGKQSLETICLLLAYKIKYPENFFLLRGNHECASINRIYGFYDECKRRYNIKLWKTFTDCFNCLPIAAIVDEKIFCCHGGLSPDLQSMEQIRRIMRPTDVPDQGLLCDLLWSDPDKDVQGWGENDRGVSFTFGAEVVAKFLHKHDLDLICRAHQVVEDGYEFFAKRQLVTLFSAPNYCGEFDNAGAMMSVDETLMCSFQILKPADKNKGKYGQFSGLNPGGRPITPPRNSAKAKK
VLA-4 inh = inhibition in human VLA-4 binding assay, primary screen, VLA-4 allosteric modulator project, MLPCN library, flow cytometry, VLA-4 expressing cells; Integrin alpha-4 (Homo sapiens), P13612; ligand binding flow cytometry; 330,000 compounds, 0.2% hits; inhibition, % (about 7 µM as worked out from the volumes in the protocol); in the data active = inhibition above about 50%
procasp3 activ = activators of human procaspase-3 D3A mutant, primary screen, biochemical, absorbance, PC-3 D3A mutant, single concentration. Caspase-3 (Homo sapiens), P42574. recombinant procaspase-3 D3A, Ac-DEVD-pNA absorbance 405 nm. activation, % at 8.5 µM. 330,000 compounds, 0.11% hits. AID 463141, 2010;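 active = activation above the mean of all tested compounds plus 3 SD, cut at about 21% in these data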;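 also: 0% = DMSO alone and 100% = DMSO wells spiked with extra 5 µM PC-3 D3A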
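System: Procaspase-3 D3A mutant. Medium: Zinc-free 300 mM NaCl, 50 mM HEPES, 0.01% Triton X-100. Schedule: 1 h preincubation plus 2 h reaction at 25 °C. Measured by: 405 nm absorbance of p-nitroaniline, reads at 0 and 120 min. Read-out: percent activation relative to control range.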
procasp7 counter = procaspase-7 activators, primary screen, counter-screen for procaspase-3 activator project, biochemical, absorbance, HTS, human; Caspase-7 (Homo sapiens), P55210; recombinant procaspase-7, Ac-DEVD-pNA absorbance 405 nm; D23A/D198A/D206A triple mutant, cannot self-cleave; scale: DMSO 0, 5 µM enzyme 100; activation, % at 8.5 µM; 330,000 compounds, 0.093% hits; AID 463210, 2010;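 active = percent activation above the screen-wide mean plus 3 SD, cut at about 25% in these data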
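Assay system: Uncleavable procaspase-7 mutant enzyme; Input: 2 µM procaspase-7 mutant as dispensed; Also added: DEVD-pNA substrate; Medium: Zinc-free HEPES pH 7.4 with 300 mM NaCl, 0.01% Triton X-100; Timing: 1 h compound preincubation, 2 h substrate cleavage, 25 °C; Measured by: Epi-absorbance of released pNA at 405 nm, two timepoints.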
HCV core dimer = inhibitors of HCV core protein dimerization, primary screen, biochemical, TR-FRET, high-throughput. 300,000 compounds, 0.33% hits. inhibition, % at 5 µM. TR-FRET GST/Flag-core106 dimerization, 1536-well;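 active = inhibition above the mean of all tested compounds plus 3 SD, set per screening campaign, cut at about 45% in these data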
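Assay system: tagged HCV core106 pair (GST and Flag); medium: KF-containing HEPES buffer, pH 7.45, DTT, CHAPS, BSA; also added: Eu donor and XL665 acceptor anti-tag antibodies; dosing: 5 µM single dose; timing: compound-protein-antibody incubation 4 h at 22.5 °C; signal: TR-FRET 671 and 617 nm emission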
PP5 inh = PP5 phosphatase inhibitors, primary screen, biochemical, fluorescence. inhibition, % at 6.7 µM. purified PP5c, OMFP substrate fluorescence. Serine/threonine-protein phosphatase 5 (Homo sapiens), P53041. 320,000 compounds, 0.18% hits;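 active = inhibition above the campaign's mean inhibition across all tested compounds plus 3 SD, cut at about 9.5% in these data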;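 also: 0% = DMSO only and 100% = 100 µM cantharidin control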
GRK2 aptamer HTS = compounds blocking aptamer binding on GRK2 – biochemical, human GRK2, bead flow cytometry, HTS, primary screen. FAM-aptamer displacement from GRK2. inhibition of aptamer binding, % at 10 µM. 330,000 compounds, 0.59% hits;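 active = inhibition of aptamer binding above 40%, roughly 3 SD of noise, on plates passing a quality check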;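 also: median bead fluorescence of bound FAM aptamer so fluorescent compounds give negative values; no value below 0 was filed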
Target sequence (P25098 whole entry, looked up): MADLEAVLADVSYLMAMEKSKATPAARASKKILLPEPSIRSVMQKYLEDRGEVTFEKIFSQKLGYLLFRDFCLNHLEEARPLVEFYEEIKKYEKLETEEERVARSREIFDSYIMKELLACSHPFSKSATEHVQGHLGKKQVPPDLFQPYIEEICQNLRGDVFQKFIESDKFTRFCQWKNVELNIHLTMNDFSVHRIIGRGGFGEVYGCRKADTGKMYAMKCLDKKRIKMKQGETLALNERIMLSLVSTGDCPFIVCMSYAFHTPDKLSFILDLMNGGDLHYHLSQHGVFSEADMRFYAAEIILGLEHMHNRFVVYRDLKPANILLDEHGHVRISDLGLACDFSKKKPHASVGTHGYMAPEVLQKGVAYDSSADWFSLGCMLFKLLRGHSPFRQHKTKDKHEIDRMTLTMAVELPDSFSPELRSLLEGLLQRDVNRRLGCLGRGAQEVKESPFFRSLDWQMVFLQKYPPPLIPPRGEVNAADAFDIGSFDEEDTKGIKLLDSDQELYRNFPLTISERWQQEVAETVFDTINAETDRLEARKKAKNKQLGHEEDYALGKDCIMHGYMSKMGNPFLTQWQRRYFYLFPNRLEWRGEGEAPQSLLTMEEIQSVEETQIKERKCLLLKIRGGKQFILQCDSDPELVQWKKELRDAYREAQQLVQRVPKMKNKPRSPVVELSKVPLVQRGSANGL
GASC-1 inh = inhibitors of GASC-1 histone demethylase, primary screen, biochemical, fluorescence, DELFIA europium; Lysine-specific demethylase 4C (Homo sapiens), Q9H3R0; GST-JMJD2C(1-420) H3K9me3 demethylation; inhibition, % at 2.35 µM; 330,000 compounds, 0.069% hits;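 active = more than half of a compound's replicate wells show inhibition beyond 50%, single wells judged on their own value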;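 also: signal counts dimethyl H3K9 product captured on neutravidin plate; 0% = median of DMSO wells and 100% = 0.3 times that DMSO median; strong numbers were not always called active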
Starred values were filed as active, the others as inactive; i = inactive; · = not tested or not shown; & = joins results of further samples.

mol,Fh CTSL1 inh,PP1 inh,VLA-4 inh,procasp3 activ,procasp7 counter,HCV core dimer,PP5 inh,GRK2 aptamer HTS,GASC-1 inh
CCOc1c(OC(C)=O)ccc(/C=C2\N=C(SCC)SC2=O)c1[N+](=O)[O-],0,-2,11,-3,-1,-6,2.2,100*,0
COc1ccc(Sc2nc3ccccc3n3c(C(F)(F)F)nnc23)cc1,3,4,0,-2,18,-1,1.7,2,10
CN(C)c1ccc(-c2nn3c(-c4ccccc4Cl)nnc3s2)cc1,5,16*,3,-3,34*,10,1.6,1,-5
O=C(CN1C(=O)NC2(CCCCCCC2)C1=O)Nc1ccc(OC(F)F)cc1,·,·,19,0,3,·,·,0,-9
COc1ccc(CC(=O)OCC(=O)N(C)C2CCS(=O)(=O)C2)cc1OC (centres undefined),0,-9,0,4,0,6,-0.5,0,-1
Cn1cccc1-c1nc2ccc(NC(=O)c3ccc([N+](=O)[O-])cc3)cc2[nH]1,1,0,-25,-3,6,-6,1.6,12,5
O=c1c2ccccc2ncn1CCOc1ccccc1[N+](=O)[O-],3,4,-1,-3,8,0,0.7,0,3
CC1(C)CC(N(Cc2ccc(F)cc2)C(=O)c2ccc(F)cc2)CCO1 (centres undefined),-3,-2,0,-4,0,1,1.0,0,-2
O=C(CC(c1ccccc1)c1cc(Cl)ccc1O)N1CCCC1 (centres undefined),-1,1,20,5,3,3,2.4,5,-4
Cc1ccc(C)c(-c2nnc(NC(=O)CCS(=O)(=O)c3ccccc3)o2)c1,-3,4,9,-2,1,-1,0.0,0,14
O=C(N1CCOCC1)C1(S(=O)(=O)c2ccccc2)CC=CC1,1,-2,-1,2,-2,2,-0.5,0,-4
O=C(CNC(=O)c1ccc(Cl)cc1Cl)OCc1cn2cc(Br)ccc2n1,·,·,10,4,5,·,·,0,6
COc1ccc(-n2c(C)cc(C(=O)Cn3nc(C(=O)O)c4ccccc4c3=O)c2C)cc1,0,15,23,-2,5,27,3.0,0,-3
Cn1c(SCC(=O)Nc2ccc(F)cc2)nc2c([nH]c3ccccc32)c1=O,5,3,-4,2,6,4,-2.0,0,-10
Cc1ccc(NC2CCCN(C(=O)c3ccccn3)C2)cc1C (centres undefined),3,-3,7,11,-1,-8,-0.5,0,5
C/C(N)=C(/C#N)C(=O)COC(=O)c1ccccc1O,0,-1,6,-3,4,-5,-0.8,0,4
Cc1ccccc1OCC(=O)N1CCCc2ccccc21,-3,0,5,11,0,11,-0.6,0,-2
O=C(NC(NCc1ccccn1)(C(F)(F)F)C(F)(F)F)c1ccco1,-2,-5,·,-2,-7,-2,2.5,0,-65
Fc1ccc(NCc2ccccc2F)cc1Cl,-2,-1,50*,6,-4,-2,0.0,0,9
CCCCNC(=O)C(=O)N/N=C/c1ccc(C(=O)OC)cc1,1,-4,10,7,9,2,0.5,0,-5
CCn1c(C)c(/C=N/Nc2nc3ccccc3s2)c2ccccc21,7,0,2,-8,-6,-1,3.7,3,-2
CC(=O)c1cnc2c(-c3ccc(Cl)cc3)c(C)nn2c1C,-3,-1,12,6,6,-4,1.2,1,-3
COC(=O)c1ccc(COC(=O)c2c(C)nn(Cc3ccccc3Cl)c2Cl)o1,1,0,12,6,1,-2,2.1,0,30&1
Cn1c(N)c(C(=O)COC(=O)c2cncc(Br)c2)c(=O)n(C)c1=O,0,5,-3,-6,-3,16,1.5,3,3
COc1ccc(-c2nn(C)c3sc(C(=O)NCc4ccco4)cc23)cc1OC,-3,10,-5,-7,2,33,2.6,3,-2

Next part:
mol,Fh CTSL1 inh,PP1 inh,VLA-4 inh,procasp3 activ,procasp7 counter,HCV core dimer,PP5 inh,GRK2 aptamer HTS,GASC-1 inh
COc1ccc(-c2c[n+]3c(n2-c2c(C)n(C)n(-c4ccccc4)c2=O)CCCCC3)cc1,0,1,-2,-6,8,3,0.9,0,-3
CC(=O)c1ccc(N2CCN(C(=O)Nc3ccc(F)cc3F)CC2)cc1,3,-2,28,-5,2,1,-2.0,2,0
CCOC(=O)C1CCN(Cc2cnc(NC(=O)OC)s2)CC1,-1,-6,-12,1,11,2,-3.1,0,18
CN1CCN(C(=S)NC(=O)/C=C/c2ccccc2Cl)CC1,0,-3,-2,7,-3,9,2.1,0,-9
O=C(CNC(=O)c1cccc(Br)c1)NCCc1nc2ccccc2[nH]1,0,1,9,1,1,-5,-1.6,1,-5
CN(CCOc1ccc(Br)cc1)CC(O)c1ccccc1 (centres undefined),0,-5,5,-13,-11,-7,-4.7,0,2
O=C(NC1CCCCC1)C1CC(=O)N(c2ccc(Cl)cc2)C1 (centres undefined),5,-7,-18,3,0,8,-0.9,4,6
Cc1noc(C)c1COC(=O)c1csc2c1CCC(C)C2 (centres undefined),·,-1,13,7,-4,·,1.9,1,6
Cc1ccc(C(=O)NC(=S)Nc2ccccc2C(F)(F)F)c(C)c1,1,-4,-10,-1,0,5,3.7,0,-2
CC(C)CC(NC(=O)COc1ccccc1)C(=O)O (centres undefined),2,1,0,0,-6,6,1.9,3,-4
Cc1ccsc1/C=N/NC(=O)c1ccc2ccccc2c1,-1,10,0,0,8,5,3.1,0,-29
Cc1cc(C)cc(NC(=O)CS(=O)(=O)c2ccccc2)c1,0,0,-3,8,-7,3,-1.6,1,-5
C=CCn1c(CNC(=O)CCC)nc2ccccc21,7,0,-5,11,-1,2,2.7,6,3
NC(=O)COC(=O)CCCc1c[nH]c2ccccc12,-7,-5,-1,4,9,-6,2.3,1,0
COc1cc(/C=N/NC(=S)NCc2ccco2)cc(OC)c1OC,3,2,22,-3,1,0,0.6,2,-10
CCCCNC(=O)c1cc(C)nc2ccccc12,-5,-4,5,-5,5,2,-2.2,8,0
CC1=NN(c2ccccc2)C(=O)C1N=Nc1cccc(O)c1 (centres undefined),-3,4,15,11,-6,-2,2.6,1,15
CCc1ccccc1Nc1nc(N)nc(COC(=O)c2c(C)noc2C)n1,·,-2,4,2,2,·,-0.2,0,4
O=C(Nc1ccccc1F)N(Cc1ccc(F)cc1)Cc1nc2ccccc2c(=O)[nH]1,3,1,1,2,1,-1,-0.9,1,0
C[C@@H]1CN(C2CCN(Cc3nc(C(c4ccccc4)c4ccccc4)no3)CC2)C[C@H](C)O1,2,-1,13,-3,6,-8,3.3,0,-39
C[C@@]12C(=O)N(CC3CCCO3)CC(=O)N1[C@H]1c3cc(Cl)ccc3OC[C@@H]1[C@@H]2c1ccccc1 (some centres undefined),·,·,-8,4,3,·,·,0,-2
CC(=O)C1=C(O)C(=O)N(Cc2ccccc2)C1c1ccc(Br)cc1 (centres undefined),-4,6,2,10,7,9,-0.8,0,1
O=C(CNC(=O)c1ccccc1)NCC(O)c1ccc([N+](=O)[O-])cc1 (centres undefined),8,-4,4,1,-5,-7,-0.7,0,-3
CSc1sc(C)cc1/C=N/O,-3,2,12,3,-3,-19,1.7,1,13
Cc1ccc2c(c1)C1OCCC1C1N2C(=O)C2C(C(=O)O)C3C=CC21O3 (centres undefined),4,-3,13,-1,5,1,-1.2,18,0

(further entries)
mol,Fh CTSL1 inh,PP1 inh,VLA-4 inh,procasp3 activ,procasp7 counter,HCV core dimer,PP5 inh,GRK2 aptamer HTS,GASC-1 inh
O=C(NCC1CCCO1)/C(=C\c1cccs1)NC(=O)c1ccccc1 (centres undefined),0,-2,-1,1,8,2,-2.2,0,1
Cc1ccc(S(=O)(=O)NCC(=O)N/N=C/c2ccccc2O)cc1,-5,-3,16,-4,-2,-3,0.0,0,55
O=C(CSc1ccccc1)Nc1ccc(S(=O)(=O)Nc2ncccn2)cc1,-1,2,12,0,3,-2,-2.1,0,-6
Cc1cccc(C)c1NC(=O)CN(C)C(=O)c1ccccc1OCc1ccc(F)cc1,0,-3,5,-11,12,2,1.9,2,1
Cc1cccc(C(=O)N[C@H](C(=O)Nc2nc3ccc(S(C)(=O)=O)cc3s2)C(C)C)c1,2,-2,4,-2,1,3,-1.7,4,-6
CCCCN(CC)C(=O)Cn1ncc2c1-c1cc(C)ccc1OC2,1,3,1,9,1,-6,1.8,1,6
O=C(CC1SC2=NCCN2C1=O)Nc1ccccc1 (centres undefined),2,-1,-22,-6,6,1,-0.6,2,i
CC(C)(C)CC(C)(C)NC(=S)NC1CCN(Cc2ccccc2)CC1,0,-2,22,-4,-10,-1,-0.3,0,1
COc1cc([N+](=O)[O-])c2ncsc2c1,7,-3,10,0,2,6,2.6,0,0
Cc1cc(C#N)c(SCC(N)=O)nc1-c1ccc(F)cc1,2,-3,2,-13,-22,1,3.0,0,1
CCc1ccc2c(c1)cc(C)c1nnc(SCC(=O)Nc3cc(OC)c(OC)cc3C(=O)O)n12,5,0,2,-3,-10,0,1.2,0,-25
CCOc1ccc(-c2noc(CCC(N)=O)n2)cc1OCC,0,0,-6,5,-2,-7,1.4,0,2
Cc1ccc(S(=O)(=O)N2CCCCC2)cc1NC(=O)Cn1c(=O)cnc2ccccc21,1,-2,-1,3,5,2,1.7,1,-6
CCOC(=O)CSc1nc2ccccc2c(=O)n1CCC(=O)NCCc1ccc(OC)c(OC)c1,-1,0,12,-12,9,-1,-0.3,0,-6
CC(C)(C)n1nnnc1C(c1cccs1)N1CCN(Cc2ccc3c(c2)OCO3)CC1 (centres undefined),-1,-2,-3,0,4,2,1.4,3,-3
Oc1ccc(/C=N/Nc2ncnc3c2ncn3Cc2ccccc2)cc1O,4,9,-19,2,-6,-8,0.4,3,-7
Cc1ccc(C(=O)n2c(-c3ccccc3)cnc2SCC(=O)Nc2ccccc2)cc1,-4,-1,-3,-7,3,-5,2.2,3,15
Nc1nonc1-n1nnc(C(=O)N/N=C/c2ccc3c(c2)OCO3)c1CSc1ccccc1,0,-2,3,-2,9,11,0.1,2,-10
Cc1cc(C(=O)N/N=C/c2c[nH]c3ccccc23)cs1,5,-1,0,-3,-4,-4,-1.3,0,3
COc1ccc(-n2c(SCC(=O)/C(C#N)=C(\C)N)nc3ccccc3c2=O)cc1OC,-1,0,23,3,-3,-1,-0.6,1,1

Compound activity: PubChem BioAssay, several laboratories

The order is random. About 2.6% of those tested had a hit in this group.
